RAD52 inh – RAD52 DNA annealing inhibitors, primary screen, biochemical, FRET, single point, set 2. DNA repair protein RAD52 homolog (Homo sapiens), P43351. inhibition, % at 18.7 µM. recombinant RAD52 DNA annealing, FRET fluorescence. AID 651710, 2012. actives 0.46% (n = 360,000);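 active = every replicate showing at least 50% inhibition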
ERAP1 inh – human ERAP1 aminopeptidase inhibitors, primary screen, biochemical, single point, plate reader | AID 652197, 2013 | inhibition, % at 10.7 µM | recombinant ERAP1, Leu-AMC fluorescence, 60 min | actives 0.15% (n = 340,000);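 active = mean replicate inhibition of at least 30%, or all replicates individually reaching that 30% level; inactive = mean below 30% and not every replicate reaching it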;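 also: 0% = neutral control wells and 100% = L-leucinethiol positive control wells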
Target sequence (Q9NZ08 whole entry, looked up): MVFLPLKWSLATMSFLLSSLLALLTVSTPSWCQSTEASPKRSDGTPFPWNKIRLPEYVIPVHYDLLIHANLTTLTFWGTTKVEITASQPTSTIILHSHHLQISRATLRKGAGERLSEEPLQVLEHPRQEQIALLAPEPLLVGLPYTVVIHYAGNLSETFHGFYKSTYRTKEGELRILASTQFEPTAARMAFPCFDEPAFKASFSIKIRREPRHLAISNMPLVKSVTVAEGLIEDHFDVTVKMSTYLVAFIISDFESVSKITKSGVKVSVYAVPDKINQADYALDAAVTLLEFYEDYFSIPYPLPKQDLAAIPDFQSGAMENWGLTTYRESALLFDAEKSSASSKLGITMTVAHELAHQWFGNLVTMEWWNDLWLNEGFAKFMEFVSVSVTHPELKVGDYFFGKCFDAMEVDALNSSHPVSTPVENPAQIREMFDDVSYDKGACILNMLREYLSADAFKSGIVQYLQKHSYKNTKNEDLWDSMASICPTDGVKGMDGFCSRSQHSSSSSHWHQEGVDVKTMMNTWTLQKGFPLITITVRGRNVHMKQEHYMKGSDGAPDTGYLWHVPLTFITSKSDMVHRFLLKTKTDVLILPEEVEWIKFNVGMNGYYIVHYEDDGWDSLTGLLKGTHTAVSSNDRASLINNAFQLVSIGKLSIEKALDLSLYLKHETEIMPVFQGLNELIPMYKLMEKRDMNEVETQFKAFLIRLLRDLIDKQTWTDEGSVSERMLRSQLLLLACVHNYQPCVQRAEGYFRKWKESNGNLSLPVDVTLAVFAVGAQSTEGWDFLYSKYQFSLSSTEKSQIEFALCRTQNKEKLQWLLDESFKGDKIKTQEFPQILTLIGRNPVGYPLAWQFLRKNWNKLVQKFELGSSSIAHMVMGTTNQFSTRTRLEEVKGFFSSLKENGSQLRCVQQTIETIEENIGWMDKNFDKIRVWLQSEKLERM
E-sel inducer – E-selectin induction in HUVECs, primary screen, imaging, HUVEC, immunofluorescence imaging, single point; AID 686992, 2013; activation, % at 7.58 µM; P16581; actives 0.37% (n = 260,000); normalized: neutral wells 0, TNF-alpha wells 100;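 active = mean E-selectin-positive cell signal at least 10% of the positive control, reached in at least 60% of replicates, without over 20% cell loss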;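 also: in these data hits start at about 27%; measured in HUVEC primary endothelial cells; signal is the percent of cells scored E-selectin positive by PE staining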
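System: HUVEC, human umbilical vein endothelial cells; quantity: 3,000 cells/well; buffer or medium: EGM-2 medium, gelatin-coated wells; dosing: single-point compound dose; detection: immunofluorescence imaging; evaluation: % PE-positive cells; benchmarks: TNF-alpha, DMSO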
Numbers without * were called inactive. These rows are one share of the data, so the mix of outcomes need not match the whole.

mol,RAD52 inh,ERAP1 inh,E-sel inducer
Cc1ccc2cccc(OCCOCCOc3ccccc3Br)c2n1,7,-3,0.4
Cc1cc(F)ccc1S(=O)(=O)Nc1ccccc1C(=O)NC1CCN(Cc2ccccc2)CC1,2,-1,0.0
CCOC(=O)N1CCN(CC(=O)Nc2ccc([N+](=O)[O-])cc2C(=O)Nc2ccccc2F)CC1,-15,-2,-0.2
CC(C)Oc1ccc(C(=O)NNC(=O)c2ccccc2C(=O)O)cc1,-12,-2,0.9
CC(NC(=O)CSc1nnc(-c2cccnc2)n1N)c1ccccc1 (stereo not drawn),-13,4,2.8
COc1ccc(/C=C2\CCC(C3CCCC3)C2=O)cc1Cn1cccn1 (stereo not drawn),-20,-1,1.7
CC(C)(C)OC(=O)N1C(=O)[C@](OC(=O)c2ccccc2)(c2ccccc2)c2cccc(F)c21,-13,15,-1.9
CO[C@H]1CN(C)C(=O)c2ccc(NC(=O)C3CCOCC3)cc2OC[C@H](C)N(C)C[C@@H]1C,11,0,0.6
CC(OC(=O)c1nn(C)c(=O)c2ccccc12)C(=O)Nc1ccc(S(N)(=O)=O)cc1 (stereo not drawn),-14,0,-0.5
CCn1cc(C(=O)N2CCc3ccccc32)c(=O)c2cc(S(=O)(=O)N3CC(C)CC(C)C3)ccc21 (stereo not drawn),-12,-2,-1.0
COC(=O)C1=C(C)N(Cc2ccc(C(F)(F)F)cc2)C(=NCc2cc(OC)c(OC)c(OC)c2)NC1c1cccc(Cl)c1 (stereo not drawn),-17,2,-0.3
Cc1cccc2sc(NC(=O)CCn3cccc3)nc12,-23,-4,0.0
CCOC(=O)N1CCN(c2cc(N(C)CCO)c([N+](=O)[O-])c3nonc23)CC1,-3,1,-0.1
COC(=O)c1ccc(N2CCN(c3ccccc3)CC2)c(N)c1,-13,2,-0.1
CCN=C1NC(c2cccc(F)c2)C(C(=O)OC)=C(C)N1Cc1ccccc1C(F)(F)F (stereo not drawn),-12,0,1.0
COc1ccc(OC)c(CN2CCN(C(=O)c3cccc(S(=O)(=O)Nc4ccccc4OC)c3)CC2)c1,3,0,-1.7
CCCNC(=O)N1CC2(C1)[C@@H](c1ccccc1)[C@@H](CO)N2CC1CC1,-13,1,0.3
O=C(NC[C@@H]1[C@@H](c2ccccc2)[C@@H](CO)N1Cc1ccccc1)c1ccccn1,8,0,0.5
O=C1C=C(OCCCl)CC(c2cccc(Cl)c2)O1 (stereo not drawn),1,-3,-0.1
CCc1ccc(NC(=O)CSCc2ccc(C(=O)O)cc2)cc1,-10,-6,6.2
O=S(=O)(c1cccc(COc2c(Cl)cccc2Cl)c1)N1CCOCC1,2,3,5.4
CCOc1ncccc1C(=O)OCC(=O)c1ccccc1,-14,3,-0.5
COC(=O)[C@H](CC(C)C)NC(=O)N1CCC(C)CC1,3,7,0.0
COCc1[nH]nc2c1C(c1ccc(Br)cc1)N(c1ccc(OC)cc1)C2=O (stereo not drawn),-8,-1,0.1
Cc1ccc2nc(=O)c(NNc3ccccc3)cnc2c1,-4,9,178*
COc1ccc(S(=O)(=O)NC2(C(F)(F)F)N=C(c3ccccc3)NC2=O)cc1 (stereo not drawn),-3,-6,-0.1
Cc1cc(C)c(S(=O)(=O)c2ccc(F)cc2C)c(Cl)n1,-4,-7,6.4
O=[N+]([O-])c1cc(/C=N/O)ccc1Oc1cccc(Cl)c1,-7,-3,0.2
O=S(=O)(NNc1nccc(C(F)(F)F)n1)c1cccc(Cl)c1Cl,1,1,0.3
O=C(C[C@@H]1CC[C@@H]2[C@H](COC[C@H](O)CN2S(=O)(=O)c2ccccc2)O1)NCCN1CCCC1,0,0,-0.1
O=C(N[C@@H](Cc1cccnc1)C(=O)N1CCC[C@H]1C(=O)NC1CCCC1)C1CCCC1,-6,3,0.1
Cn1c(=O)c([N+](=O)[O-])c(Oc2ccccc2)c2ccccc21,-59,-3,1.1
Cn1c(N)c(S(=O)(=O)N2CCN(C(=O)c3ccco3)CC2)c(=O)n(C)c1=O,-7,5,0.7
CCC(=O)N1CC2(C1)[C@@H](c1ccccc1)[C@@H](CO)N2CC1CCCC1,-17,-4,0.0
Cc1cc(NC(=O)Cc2cn(C)c3ccccc23)ccc1Nc1cccnc1,-38,-3,0.5
COC(=O)c1ccc2nc(-c3ccc(C#N)cc3)c(Cc3cccc(Cl)c3)n2c1,-43,-1,0.7
Cc1cccc(C(=O)OCC(=O)NC(=O)c2ccccc2)c1O,1,-3,1.1
CC(C)C12CN(C(=O)c3ccccc3[N+](=O)[O-])CC(C(C)C)(CN(C(=O)c3ccccc3[N+](=O)[O-])C1)C2=O,-7,2,0.2
O=C(NCc1ccccc1)C1C(c2ccc3c(c2)OCO3)=Nc2ccccc2N1C(=O)c1ccco1 (stereo not drawn),-81,7,0.1
COC1OC2COC(c3ccccc3)OC2C(NC(C)=O)C1OC(C)=O (stereo not drawn),-4,1,0.0
CC(C)Cn1c(N)c(C=O)c(=O)[nH]c1=O,1,0,4.3
COc1ccccc1C=C1SC(=S)NC1=O,0,-1,1.5
O=C(NCCc1nc2ccccc2[nH]1)c1ccc(Cl)c([N+](=O)[O-])c1,-5,-3,2.3
CNc1c2cccc(C)c2nc2c(C(=O)NCCN(C)C)cccc12,33,8,0.2
CC(C)NC(=O)C1(C)CN(S(C)(=O)=O)CC(=O)N1CCCN1CCOCC1 (stereo not drawn),-7,-1,0.7
CCC1(c2ccccc2)NC(=O)N(CC(=O)N(c2ccccc2)C2CCS(=O)(=O)C2)C1=O (stereo not drawn),-2,-1,0.1
CCS(=O)(=O)NC[C@@H]1[C@@H](c2ccccc2)[C@@H](CO)N1CC1CCCCC1,-21,2,0.0
OC(c1ccccc1)(c1ccccc1)C1CCN(CCCOc2cc(F)cc(F)c2)CC1,-2,-1,-0.2
O=C(Nc1cccc(S(=O)(=O)N2CCOCC2)c1)C12CC3CC(CC(C3)C1)C2,-5,-1,-0.1
CCn1nc(C(=O)OCc2cccc(S(=O)(=O)N(C)C)c2)c2ccccc2c1=O,-8,-3,0.6
COC(=O)C1=CN(c2ccc(C)cc2)C(N)=C(C#N)C1c1ccc(OC)cc1 (stereo not drawn),-29,1,0.1
Cn1c(C(=O)O)ccc1S(=O)(=O)N(Cc1ccccc1)Cc1ccccc1,-9,9,-0.1
CCCCSc1nnc(-c2ccccc2)c2ccccc12,-12,7,-0.8
C/C(N)=C(/C#N)C(=O)CSc1nc2cc(Cl)ccc2c(=O)n1Cc1ccco1,-7,-8,3.4
Nc1nc(Nc2ccccc2F)nc(NCc2ccco2)c1[N+](=O)[O-],-11,0,4.5
C=CCN=C1NC(c2ccccc2)C(C(=O)OC)=C(C)N1Cc1ccccc1C(F)(F)F (stereo not drawn),-9,-5,0.4
O=C(/C=C/c1cccc([N+](=O)[O-])c1)NCc1ccccc1,-18,4,-0.1
CCOC(=O)c1nc(C)sc1-c1ccnn1S(=O)(=O)c1ccc(Cl)cc1Cl,-27,1,-0.1
CC(C)=Nc1ccccc1C1COC(=O)C1=N (stereo not drawn),-19,2,-0.5
CCN(CCn1cccn1)C(=O)CCc1nnc(-c2ccccc2)o1,-18,-1,-0.1

2 neighbouring entries already listed, for reference:
mol,RAD52 inh,ERAP1 inh,E-sel inducer
CC(C)Cn1c(N)c(C=O)c(=O)[nH]c1=O,1,0,4.3
COc1ccccc1C=C1SC(=S)NC1=O,0,-1,1.5

Other entries
mol,RAD52 inh,ERAP1 inh,E-sel inducer
Cc1cc(Oc2ccc([N+](=O)[O-])cc2)nc(N2CCOCC2)n1,-3,5,0.0
COC(=O)/C=C\C(C#N)(C#N)N=Cc1ccc(OC)cc1,-20,-1,-0.5
Cc1cccc(C)c1-n1nnnc1C(c1ccnc2ccccc12)N1CCN(CC(=O)NC(C)C)CC1 (stereo not drawn),-2,0,-0.1
Cc1ccccc1NC(=O)COc1ccc(Br)cc1C,-1,5,0.1
N#C[C@H]1[C@H](c2ccccc2-c2cccc(F)c2)[C@@H](CO)N1C(=O)NC1CCCC1,-1,-4,-0.2
COc1ccc(-n2cccc2/C=C2/NC(=O)N(c3cccc(Cl)c3)C2=O)cc1,-18,-1,-0.3
Cc1oc(-c2ccccc2F)nc1CS(=O)CC(=O)NCc1ccccc1 (stereo not drawn),-15,-5,0.2
Cc1ccccc1-c1nc(CS(=O)(=O)CC(=O)NCc2ccco2)c(C)o1,-16,4,-0.1
CC1CC1C(=O)OCC(=O)Nc1ccc(N=Nc2ccccc2)cc1 (stereo not drawn),-18,0,2.1
C/C(N)=C(/C#N)C(=O)CSc1nnc(Nc2ccccc2)s1,-23,3,-0.6
Cn1c(SCC(=O)Nc2ccccc2)nnc1C(F)(F)F,-6,4,-0.6
CC(C)CN1CCN(Cc2cccn2-c2cccnc2)CC1CCO (stereo not drawn),-12,10,0.2
CCCCCCCCN1C(=O)[C@@H](CC(=O)NCc2cccc3ccccc23)C[C@@]2(C(=O)OC)C1=C[C@H](C1CCCC1)O[C@@H]2C,-14,5,0.0
COc1ccccc1NC(=O)CN(Cc1ccco1)C(=O)c1ccc(Cl)nc1,-18,5,9.8
O=C(COC(=O)c1cc(NS(=O)(=O)c2cccs2)ccc1O)Nc1cc(Cl)ccc1Cl,-9,19,-0.3
COCCNCC(=O)N1CCCCCC1,-6,0,-0.1
COc1cc(/C=N/Nc2ccc(F)cc2F)cc(OC)c1OC,4,2,6.8
CC(C)N1C(=O)S/C(=C/c2ccc(Sc3nc4ccccc4[nH]3)o2)C1=O,-16,-4,-1.8
S=C(Nc1ccccc1)N1CCN(C(=S)Nc2ccccc2)CC1,6,1,17
Cc1ccc(S(=O)(=O)NCc2ccccc2)cc1C(=O)N(C)CC(=O)Nc1c(Cl)cccc1Cl,-7,2,-0.1
O=C(C[C@H]1C[C@H]2c3cc(NC(=O)NC4CCCC4)ccc3O[C@H]2[C@@H](CO)O1)NCc1cccnc1,7,0,0.0
Cn1c(/C=C/c2ccccc2)nc2ccccc21,1,2,0.0
CN(c1cccnc1)c1ccc(NC(=O)CCc2c[nH]c3ccccc23)cc1Br,-35,0,0.8
COc1ccc2c3c([nH]c2c1)[C@@H](CO)N(C(=O)NC(C)C)CC31CCN(C(=O)c2cccnc2)CC1,6,-3,-0.1
COc1nccnc1NS(=O)(=O)c1ccc(N=Cc2c(C)[nH]n(-c3ccc(Cl)cc3)c2=O)cc1,-14,11,0.2
O=C(CCNS(=O)(=O)c1ccccc1C(F)(F)F)N1CCN(S(=O)(=O)c2cccc(F)c2)CC1,-2,-6,2.5
COc1ccccc1NC(=O)COC(=O)COc1cccc2c1OC(C)(C)C2,-2,4,-0.8
CC(=O)c1cc(CN2CCC(N3CCC(C(=O)NC(C)C)CC3)CC2)cs1,-9,-3,-0.2
Cc1cc(C)n(-c2ccc(Cl)c(C(=O)NCc3ccccc3)n2)n1,-13,-2,3.2
COCC(C)n1c(SCC(=O)N2CCc3ccccc3C2)nc2ccccc2c1=O (stereo not drawn),-17,1,3.3
O=C(CSc1nc2ccccc2c(=O)[nH]1)c1ccc(O)cc1O,-15,-1,4.0
O=C(N/N=C/c1ccco1)c1ccc(C(=O)N/N=C/c2ccco2)o1,-12,4,3.4
CCCCCCCCN1C(=O)[C@H](CC(=O)NCc2cccs2)C[C@@]2(C(=O)OC)CC(C)(C)CC=C12,7,-1,-0.2
N#C/C(=C\c1ccncc1)C(=O)Nc1ccc(C(=O)O)cc1,5,0,-0.1

Given field by field: 2 of the compounds above
> Cc1ccccc1NC(=O)COc1ccc(Br)cc1C
  RAD52 inh: -1	ERAP1 inh: 5	E-sel inducer: 0.1

> N#C[C@H]1[C@H](c2ccccc2-c2cccc(F)c2)[C@@H](CO)N1C(=O)NC1CCCC1
  RAD52 inh: -1	ERAP1 inh: -4	E-sel inducer: -0.2

Screens: PubChem, Broad Institute
